Source: PubChem (National Center for Advancing Translational Sciences (NCATS))
GLP-1R agonist: qHTS of GLP-1 Receptor Agonists; HEK293 GLP-1R CRE-luciferase, luminescence, 4-6 h; cells express a hypersensitive GLP-1R form; Potency, µM (series often up to 45.6 µM), without a hit: top-dose activation, actives largely listed as activators; actives 0.007% (n = 380,000); note: potency is the fitted concentration of half-maximal effect; % of control where 0% means no effect
WRN helicase inh: qHTS for Inhibitors of WRN Helicase; Bifunctional 3'-5' exonuclease/ATP-dependent helicase WRN (Homo sapiens), Q14191; WRN helicase unwinding, fluorescent forked duplex, kinetic; Potency, µM (doses to about 114 µM), for the others: at the highest dose activity change, negative = inhibition, usual class: inhibitors; actives 0.46% (n = 360,000); AID 651768, 2012; note: potency is the fitted concentration of half-maximal effect; % is set by controls: 0 for no effect and ±100 for the full control effect; nearly all actives have a fitted effect of over 55% in size
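Kinetic fluorescence helicase assay: unwinding of a quenched forked DNA duplex (100 nM final) with 2 mM ATP final raises red fluorescence (525/598 nm). Compounds sat 15 min at room temperature with 20 nM WRN beforehand.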
DRD3 antagonist: qHTS of D3 Dopamine Receptor Antagonist: qHTS. D(3) dopamine receptor (Homo sapiens), P35462. actives 2.5% (n = 360,000). D3R cells, DiscoveRx beta-arrestin luminescence, antagonist mode; active compounds read low. max response, negative = inhibition, %; in the data active = max response below about -50%; inconclusive = no clear call, values can overlap the other calls; note: % is set by controls: 0 for no effect and ±100 for the full control effect; mostly tested at two doses, the higher about 12 µM
Target sequence (P35462 whole entry, looked up): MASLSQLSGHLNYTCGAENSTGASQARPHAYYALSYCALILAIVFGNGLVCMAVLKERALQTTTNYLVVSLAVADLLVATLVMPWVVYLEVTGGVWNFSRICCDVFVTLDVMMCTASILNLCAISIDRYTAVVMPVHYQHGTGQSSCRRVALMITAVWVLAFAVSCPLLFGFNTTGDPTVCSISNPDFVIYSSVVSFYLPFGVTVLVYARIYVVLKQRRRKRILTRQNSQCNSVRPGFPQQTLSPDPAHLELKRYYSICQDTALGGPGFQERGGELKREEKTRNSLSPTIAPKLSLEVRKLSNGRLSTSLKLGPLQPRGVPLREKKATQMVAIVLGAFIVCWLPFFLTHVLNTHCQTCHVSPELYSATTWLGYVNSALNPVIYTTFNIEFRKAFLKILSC
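Cells plated overnight at 1500 cells/well, then exposed to library compounds with dopamine controls for 90 minutes at 37 degrees C. DiscoveRx reagent added for 30–60 minutes at room temperature; luminescence read, quantitative HTS format.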
PLK1 PBD block: qHTS for Inhibitors of PLK1-PDB (polo-like kinase 1 - polo-box domain): Primary Screen; Plk1 PBD binding of FITC phosphopeptide, fluorescence polarization; Potency, µM, for inactives: max response, negative = inhibition, usual class: inhibitors; actives 2.8% (n = 360,000); AID 720504, 2013; note: potency is the fitted concentration of half-maximal effect; series mostly up to about 57 µM; % is set by controls: 0 for no effect and ±100 for the full control effect; nearly all actives have a fitted effect of over 65% in size
GLP1R cytotox: qHTS of GLP-1 Receptor Inverse Agonists: Cytotox Screen. HEK293 cAMP-luciferase reporter cells, luminescence, 24 h. Potency, µM (doses to about 38.3 µM), inactives show at the highest dose activity change, negative = inhibition, usual class: inhibitors. actives 0.13% (n = 410,000). AID 624418, 2012;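 note: loss of luciferase light is scored as toxicity; potency is the fitted concentration of half-maximal effect; % is set by controls: 0 for no effect and ±100 for the full control effect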
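To flag toxic compounds, the library was rerun on cells for 24 hr at 37 deg C and 5% CO2. Viability-linked luminescence was captured 12 min after adding luciferase detection reagent.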
GLP-1R inv ag: qHTS of GLP-1 Receptor Inverse Agonists (Inhibition Mode); Glucagon-like peptide 1 receptor (Homo sapiens), P43220; HEK293 GLP-1R CRE-luciferase, luminescence, 24 h; GLP-1R form is constitutively active; Potency, µM (highest dose often 38.3 µM), for inactives: at the top dose activity change, negative = inhibition, hits mostly inhibitors; actives 1.6% (n = 410,000); note: potency is the fitted concentration of half-maximal effect; % is set by controls: 0 for no effect and ±100 for the full control effect; nearly all actives have a fitted effect of over 55% in size
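GLP-1R inverse agonism mode: basal reporter luminescence in engineered HEK293 cells measured after one day of compound exposure at 37 deg C, with a 12 min room-temperature detection step.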
IL-2 act: qHTS of IL-2 Activators | IL-2 activation reporter assay, cell-based qHTS; stimulated with anti-CD3/CD4/CD28 beads; in transgenic mouse T cells | activation, % (series mostly up to about 46 µM) | actives 0.065% (n = 360,000) | AID 652025, 2013; in the data active = activation above about 50%; inconclusive = mostly about 30% to 49%; note: 0% is about no effect
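Readout: EGFP and DsRed signals by fluorescent plate cytometry. Unstimulated transgenic mouse T cells received compound 60 min before antibody-bead stimulation, then incubated 18 h at 37 degrees C.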
PI5P4K alpha inh: qHTS for Inhibitors of phosphatidylinositol 5-phosphate 4-kinase (PI5P4K); actives 1.2% (n = 330,000); PI5P4Kalpha enzyme, ADP-Glo luminescence, 60 min; active compounds read low; Phosphatidylinositol 5-phosphate 4-kinase type-2 alpha (Homo sapiens), P48426; AID 652105, 2013; max response, %; active = max response of -50% or lower; inconclusive = between -30% and -50%; inactive = -30% or higher; note: value at the top dose of about 77 µM; % is set by controls: 0 for no effect and ±100 for the full control effect
Target sequence (P48426 whole entry, looked up): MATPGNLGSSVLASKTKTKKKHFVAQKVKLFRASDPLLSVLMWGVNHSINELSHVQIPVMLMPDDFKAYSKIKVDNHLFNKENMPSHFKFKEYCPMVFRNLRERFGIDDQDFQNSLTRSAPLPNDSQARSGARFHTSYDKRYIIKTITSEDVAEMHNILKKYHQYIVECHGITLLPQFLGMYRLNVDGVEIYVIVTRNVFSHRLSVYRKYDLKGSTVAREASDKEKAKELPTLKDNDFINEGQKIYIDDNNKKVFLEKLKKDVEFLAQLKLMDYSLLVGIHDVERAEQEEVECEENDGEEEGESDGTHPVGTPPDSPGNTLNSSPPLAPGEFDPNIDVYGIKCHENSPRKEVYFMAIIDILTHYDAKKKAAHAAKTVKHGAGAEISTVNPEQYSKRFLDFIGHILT
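Controls without substrate or without enzyme flank wells where PI5P4Kalpha converts substrate using 5 microM ATP (final). Incubation lasts 60 minutes at room temperature; ADP formed is read by ADP-Glo luminescence.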
DRD3 agonist: qHTS of D3 Dopamine Receptor Agonist: qHTS. D(3) dopamine receptor (Homo sapiens), P35462. actives 0.58% (n = 410,000). AID 652048, 2013. D3R DiscoveRx beta-arrestin cells, luminescence, 90 min. max activation, %; in the data active = max activation above about 30%; note: 0% is about no effect; mostly tested at two doses, the higher about 12 µM
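Agonist mode: compounds and dopamine controls were applied to plated cells for 90 min at 37 degrees C after an overnight attachment at 1500 cells/well. Luminescent read-out followed 30 - 60 minutes at room temperature with DiscoveRx detection reagent.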
The depositor's hits bear a star; ? = inconclusive; · = no result given; [ ] = remark or other dose. Unless noted, calls come from the whole dose curve; as a rule, active = well fitted curve in the direction sought with a large enough effect; inconclusive = small, poorly fitted or top-dose-only effect, or another doubt; inactive = no such curve, though single readings can be large; an effect the other way counts as inactive or inconclusive. Not a hit list; 7.8% or so of the library scored in one or more.

SMILES	GLP-1R agonist	WRN helicase inh	DRD3 antagonist	PLK1 PBD block	GLP1R cytotox	GLP-1R inv ag	IL-2 act	PI5P4K alpha inh	DRD3 agonist
O=C(c1cccc(S(=O)(=O)N2CCc3ccccc32)c1)N1CCCC(C(F)(F)F)C1 (stereo not drawn)	-0.8%	-1.6%	-9.9	-6.7%	16.0%	?	-4.0	-4.2	-7.0
CCCNC(=O)c1c(C)cc(=O)oc1C	-7.2%	2.5%	-21.2	-12.0%	3.0%	0.0%	2.4	·	1.4
Cc1oc(-c2ccc(Cl)cc2)cc1C(=O)/C(C#N)=C/Nc1ccccc1	14.3%	4.6%	5.5	-9.3%	0.0%	-21.6%	0.1	-3.7	8.6
O=[N+]([O-])c1ccc(N2CCN(Cc3ccc4c(c3)OCO4)CC2)nc1	9.2%	4.0%	0.0	-26.4%	-12.2%	?	-2.6	-7.4	-21.6
CC(C)C[C@@H](CN1C(=O)C(=O)NC[C@@H]1CC(C)C)NC(=O)Cc1ccccc1	-1.7%	-7.6%	6.0	-3.4%	4.7%	18.4%	4.6	-3.2	-9.3
Fc1ccc(Nc2nc(Oc3ccccc3F)nc(N3CCCC3)n2)cc1	4.0%	3.2%	-16.9	-2.3%	-9.0%	?	-1.6	·	-30.0
O=C(Nc1ncn[nH]1)C(F)(F)C(F)F	-17.1%	2.2%	28.6	-3.1%	3.3%	0.4%	0.0	3.8	7.0
COc1ccc(C(=O)Nc2ccc(OCC(=O)N3CCOCC3)cc2)c(OC)c1OC	-0.4%	-5.5%	0.2	-8.0%	-0.7%	7.0%	-0.2	-2.7	-2.5
CCOc1ccccc1N(CC(=O)N1CCc2ccccc2C1)S(C)(=O)=O	-0.8%	12.2%	1.0	-6.4%	-15.1%	-12.6%	1.6	-3.3	0.1
Cc1c(Cl)cccc1NC(=O)c1cc2sccc2n1Cc1ccc(F)cc1	-3.0%	·	·	·	?	?	·	·	10.5
Cc1ccc(NC(=O)c2ccc(-n3cncn3)c([N+](=O)[O-])c2)cc1F	-2.1%	-6.4%	-8.2	4.4%	-8.2%	?	-2.9	-1.9	-7.3
O=C1/C(=C/c2ccccc2)CN(C(=O)CCN2CCOCC2)C/C1=C\c1ccccc1	-31.2%[inhibitor]	?	-77.2*	-22.6%	-14.6%	?	-4.1	21.5	-19.3
O=c1ccc2cc(S(=O)(=O)Nc3ccc(Br)cc3)ccc2o1	-10.3%	-6.0%	-3.9	-10.9%	14.5%	3.7%	-0.6	2.8	-2.1
O=[N+]([O-])c1cccc(-c2nc3ccc([N+](=O)[O-])cc3[nH]2)c1	-1.5%	-12.1%	-12.5	9.47µM*	-10.2%	1.3%	-1.1	?	-5.9
Cc1cc(C)cc(NC(=O)CSc2nnc(CNC(=O)c3ccco3)n2C)c1	-16.3%	0.0%	-26.6	-4.8%	7.9%	2.2%	0.6	2.1	-8.8

Profiles from above. Values in the order: GLP-1R agonist | WRN helicase inh | DRD3 antagonist | PLK1 PBD block | GLP1R cytotox | GLP-1R inv ag | IL-2 act | PI5P4K alpha inh | DRD3 agonist
Profile of `O=c1ccc2cc(S(=O)(=O)Nc3ccc(Br)cc3)ccc2o1` = -10.3% | -6.0% | -3.9 | -10.9% | 14.5% | 3.7% | -0.6 | 2.8 | -2.1
Profile of `O=[N+]([O-])c1ccc(N2CCN(Cc3ccc4c(c3)OCO4)CC2)nc1` = 9.2% | 4.0% | 0.0 | -26.4% | -12.2% | ? | -2.6 | -7.4 | -21.6

The listing picks up; the 4 compounds before the break are reprinted first.
SMILES	GLP-1R agonist	WRN helicase inh	DRD3 antagonist	PLK1 PBD block	GLP1R cytotox	GLP-1R inv ag	IL-2 act	PI5P4K alpha inh	DRD3 agonist
O=C1/C(=C/c2ccccc2)CN(C(=O)CCN2CCOCC2)C/C1=C\c1ccccc1	-31.2%[inhibitor]	?	-77.2*	-22.6%	-14.6%	?	-4.1	21.5	-19.3
O=c1ccc2cc(S(=O)(=O)Nc3ccc(Br)cc3)ccc2o1	-10.3%	-6.0%	-3.9	-10.9%	14.5%	3.7%	-0.6	2.8	-2.1
O=[N+]([O-])c1cccc(-c2nc3ccc([N+](=O)[O-])cc3[nH]2)c1	-1.5%	-12.1%	-12.5	9.47µM*	-10.2%	1.3%	-1.1	?	-5.9
Cc1cc(C)cc(NC(=O)CSc2nnc(CNC(=O)c3ccco3)n2C)c1	-16.3%	0.0%	-26.6	-4.8%	7.9%	2.2%	0.6	2.1	-8.8
Cc1cccc(N2CCN(C(=O)CN3C(=O)C4CC=CCC4C3=O)CC2)c1C (stereo not drawn)	8.0%	2.3%	-14.4	-1.7%	3.0%	-3.4%	1.0	-14.1	-3.5
COc1ccc(-c2cc(C)no2)cc1S(=O)(=O)Nc1cccc(CN2CCCC2)c1	2.1%	-2.5%	-15.5	-17.9%	4.8%	-26.7%	1.6	-12.9	-6.1
O=C(CCCn1c(=S)[nH]c2ccccc2c1=O)NCc1ccco1	2.5%	2.7%	4.9	-17.0%	15.6%	1.1%	-1.7	1.6	-5.6
Nn1c(COc2ccccc2F)nnc1SCC(=O)NC1CCCC1	1.4%	-24.5%	-19.0	-11.9%	3.2%	7.3%	-3.0	-1.5	-14.0
O=C(NCCC(=O)N1CCN(c2ccccc2F)CC1)c1ccco1	1.4%	8.5%	-9.5	-11.2%	-2.3%	-1.0%	-4.4	-4.7	-12.3
C#CCN(C[C@H]1[C@H](OC(=O)NCCCCCC)[C@H](OC(=O)NCCCCCC)C[C@H]2C(=O)N(c3ccccc3)C(=O)[C@@H]12)S(=O)(=O)c1ccc(C)cc1	-4.0%	1.4%	14.1	-7.1%	-9.3%	-2.8%	2.2	-1.4	4.8
CCOC(=O)c1sc2nc(N3CCOCC3)c3c(c2c1N)CCC3	?	-2.7%	28.4	-2.9%	2.7%	52.7%[activator]	-4.2	-5.6	0.5
COc1ccccc1Nc1nc(N)nc(CN2CCN(Cc3ccccc3)CC2)n1	3.0%	6.6%	-22.5	-7.4%	?	3.2%	-3.3	·	0.0
Cc1cccc(CCN2C(Nc3ccccc3)=NC[C@@H]2CC(C)C)c1	-4.6%	-3.9%	-17.9	-12.0%	12.2%	?	-0.3	0.3	-25.3
CC1(C)CN=C(NC2CCCCC2)S1	-4.6%	-0.4%	-12.7	-7.0%	-19.2%	6.9%	0.6	·	-13.8
O=C(C[C@H]1C/C=C\C[C@H](NC(=O)OCC2c3ccccc3-c3ccccc32)C(=O)O[C@@H](c2ccccc2)CNC1=O)NCCO	2.4%	-8.0%	0.0	-4.5%	0.5%	15.1%	-0.5	0.7	-15.4
COc1ccc(N2CCN(C(=O)CNC(=O)c3cccc(Br)c3)CC2)cc1	6.5%	-5.4%	-16.2	-5.7%	?	-6.1%	-4.1	1.9	5.7
CCCCc1c(-c2ccccc2OC)ncn1Cc1ccc(Cl)cc1	-2.7%	-5.5%	8.3	-0.6%	-1.4%	?	-0.8	-6.6	3.9
Cc1cccc(NC(=O)CN2C(=O)N/C(=C\c3ccc(N4CCOCC4)cc3)C2=O)c1	-5.8%	6.9%	17.0	4.5%	-7.2%	39.1%[activator]	2.5	-7.1	5.7
O=C(CSc1nc2c(c(C(F)(F)F)n1)CCc1ccccc1-2)NCc1ccccc1	-1.9%	-5.0%	-11.0	-22.9%	-17.8%	-0.7%	1.0	1.4	-2.2
CS(=O)(=O)Nc1ccc(C2=NN(S(=O)(=O)c3ccccc3)C(c3cccs3)C2)cc1 (stereo not drawn)	13.7%	0.5%	0.0	3.8%	-5.0%	-6.7%	1.0	1.4	1.3
COc1ccccc1CNC(=O)COc1ccc(S(=O)(=O)N2CCOCC2)cc1C	19.6%	3.8%	2.4	-1.2%	-7.1%	7.7%	0.1	1.6	4.8
O=C(Nc1nc(-c2cccc3ccccc23)cs1)c1cnccn1	-13.4%	-7.7%	15.0	-1.1%	-12.6%	0.2%	0.9	-5.4	0.3
CCOC(=O)c1c(NC(=O)CN2CCOCC2)sc2c1CCCC2	28.7%	-20.0%	7.3	-6.2%	23.1%	?	0.2	2.3	-4.9
CCN(CC(=O)Nc1cccc(S(=O)(=O)N(C)c2ccccc2)c1)Cc1ccccc1	14.8%	-7.3%	-3.5	-8.3%	5.0%	?	-0.4	4.6	-9.4
CCOC(=O)c1sc(NC(=O)Cc2ccc(F)cc2)nc1C	0.8%	-6.3%	-3.5	-8.9%	18.5%	14.0%	1.0	0.1	3.2
CCOC(=O)CSc1n[nH]c(NC(=O)c2ccccc2)n1	-13.9%	-6.9%	11.3	-13.1%	-0.7%	1.5%	1.4	·	1.1
COc1ccc(OCc2cc(C(=O)N3CCN(C4CCCC4)CC3)no2)c(Cl)c1	8.1%	-10.1%	-27.7	-0.1%	-8.4%	?	-2.9	-0.6	-6.2
C[C@@]12C(=O)Nc3cc(Cl)ccc3C(=O)N1[C@H]1c3ccccc3OC[C@@H]1[C@@H]2c1ccccc1	-1.9%	-2.7%	-26.8	-9.4%	5.8%	?	0.0	0.2	-7.4
Cc1c(-c2ccccc2)nc(N)c(C#N)c1-c1cccs1	0.2%	7.3%	2.2	-4.4%	1.2%	0.5%	-3.5	0.0	0.0
CCCCN(CCCC)C(=S)N/N=C/c1c(C)[nH]n(-c2ccccc2)c1=O	-5.3%	-2.7%	-104.0*	-20.5%	-7.4%	?	-0.1	0.6	-41.1
COC(=O)C1CCN(S(=O)(=O)CCNC(=O)c2cccc(OC)c2)CC1	-1.4%	3.6%	2.1	2.8%	-16.7%	-12.4%	-0.2	-4.9	-0.8
C=CCn1c(CCNC(=O)c2cccs2)nnc1SCC(=O)Nc1cccc(F)c1	-17.3%	3.4%	11.8	-4.6%	0.0%	22.0%	-0.2	·	4.0
NC(=O)C1CCCN(Cc2ccc(Cl)cc2)C1 (stereo not drawn)	-1.0%	4.1%	-11.7	1.6%	4.6%	0.0%	-1.0	·	-21.6
